# Assay outcomes as filed in PubChem.
# Menin MLL FP TR = menin-MLL binding inhibition, Texas Red mutant peptide. O00255. Menin + Texas Red MLL mutant peptide, fluorescence polarization. Potency, µM (highest dose often 61.6 µM), inactives show at the top dose FP activity change, negative = inhibition, hits mostly inhibitors. actives 0.23% (n = 270,000). AID 1768; active = well fitted inhibition curve with a large enough effect in the polarisation, with a control signal flat, not every such curve was filed as active; inconclusive = small, poorly fitted or top-dose-only effect, or effect the other way, or a change in a side signal; inactive = no such curve, though single readings can be large or run the other way; the % refers to the polarisation; note: potency is the fitted concentration of half-maximal effect; % of control where 0% means no effect; many of its hits are not listed in these tables
# GALK inhibitor = inhibitors of human galactokinase. P51570. Potency, µM (titrated, usually from 57.5 µM), inactives show at the top dose activity change, negative = inhibition, usual class: inhibitors. AID 1868. Purified GALK, Kinase-Glo residual ATP luminescence. actives 0.007% (n = 270,000); note: potency is the fitted concentration of half-maximal effect; % is set by controls: 0 for no effect and ±100 for the full control effect
#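 Human GALK (5 nM) with 35 uM ATP and 100 uM galactose in 20 mM HEPES pH 8.0, 5 mM MgCl2, 60 mM NaCl, 1 mM DTT, 0.01% BSA. After 1 h at room temperature, leftover ATP was read by Kinase-Glo Plus luminescence.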
# PTAP TSG101 blk = blocks PTAP/TSG101 interaction to inhibit HIV-1 budding | Potency, µM (top dose mostly 115 µM), for the others: top-dose activity change, negative = inhibition, hits mostly inhibitors | 340,000 tested, under 10 active | Fluorescence polarization, FITC-PTAP peptide / Tsg101 binding | Q99816 | AID 493005; active = well fitted inhibition curve with a large enough effect in the main read-out, with a control signal flat, not every such curve was filed as active; inconclusive = small, poorly fitted or top-dose-only effect, or effect the other way, or a change in a side signal; inactive = no such curve, though single readings can be large or run the other way; note: potency is the fitted concentration of half-maximal effect; % of control where 0% means no effect
#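 Compounds were pin-transferred onto Tsg101 binding domain (10 uM final) in HEPES pH 7.5 buffer, then FITC-PTAP peptide was added at 50 nM final. After 20 min at RT, polarization reported peptide displacement across a qHTS concentration series.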
# B2AR arrestin = beta2AR (human) beta-arrestin recruitment activity. actives 0.02% (n = 330,000). Potency, µM (series often up to 46.1 µM), for inactives: at the highest dose activation, actives largely listed as activators. AID 492947. beta-arrestin recruitment to beta2AR, cell-based reporter. P07550;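 note: potency is the fitted concentration of half-maximal effect; 0% = DMSO controls and full agonism = EC100 isoproterenol or metaproterenol; nearly all actives have a fitted effect of over 65% in size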
# Target sequence (P07550 whole entry, looked up): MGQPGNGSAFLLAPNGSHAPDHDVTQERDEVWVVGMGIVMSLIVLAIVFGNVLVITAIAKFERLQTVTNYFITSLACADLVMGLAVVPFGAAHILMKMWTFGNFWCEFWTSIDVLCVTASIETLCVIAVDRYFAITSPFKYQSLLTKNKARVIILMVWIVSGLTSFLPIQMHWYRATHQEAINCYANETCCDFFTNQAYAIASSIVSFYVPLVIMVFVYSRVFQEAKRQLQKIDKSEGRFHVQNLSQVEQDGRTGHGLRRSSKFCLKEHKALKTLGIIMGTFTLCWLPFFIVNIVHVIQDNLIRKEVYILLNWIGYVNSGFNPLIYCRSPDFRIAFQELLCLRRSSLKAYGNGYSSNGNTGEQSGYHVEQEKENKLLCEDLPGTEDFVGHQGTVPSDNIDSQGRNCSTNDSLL
# ASM inhibitor = human S-ASM enzyme inhibition; placental ASM, HMU-PC fluorogenic substrate, 60 min; Potency, µM (doses to about 57.5 µM), without a hit: at the top dose activity change, negative = inhibition, hits mostly inhibitors; actives 0.006% (n = 340,000); AID 504937; note: potency is the fitted concentration of half-maximal effect
# Target sequence (P17405 47-631 limits assumed): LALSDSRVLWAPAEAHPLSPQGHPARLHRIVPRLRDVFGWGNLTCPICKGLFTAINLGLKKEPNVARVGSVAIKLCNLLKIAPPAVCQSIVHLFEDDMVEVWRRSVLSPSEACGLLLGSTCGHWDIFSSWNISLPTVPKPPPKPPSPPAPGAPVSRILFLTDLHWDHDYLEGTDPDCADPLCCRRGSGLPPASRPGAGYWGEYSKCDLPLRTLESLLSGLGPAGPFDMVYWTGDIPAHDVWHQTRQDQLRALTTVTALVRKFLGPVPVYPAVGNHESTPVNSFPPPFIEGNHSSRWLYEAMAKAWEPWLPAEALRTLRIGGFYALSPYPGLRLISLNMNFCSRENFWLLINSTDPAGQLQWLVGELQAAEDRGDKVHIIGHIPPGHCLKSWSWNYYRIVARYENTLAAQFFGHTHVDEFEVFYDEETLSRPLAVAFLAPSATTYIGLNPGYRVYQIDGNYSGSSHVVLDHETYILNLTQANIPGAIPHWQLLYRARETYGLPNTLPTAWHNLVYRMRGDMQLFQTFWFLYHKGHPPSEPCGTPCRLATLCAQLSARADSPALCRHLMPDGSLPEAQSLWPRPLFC
#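 Fluorogenic HMU-PC substrate (9 uM final) is turned over by placental ASM in 60 min at 37 C after a 10 min compound preincubation. Reaction ended by alkaline stop (pH 10), with fluorescence read at 386/447 nm.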
# Tb PFK inh = blocks T. brucei phosphofructokinase | T. brucei PFK, ADP-Glo luminescence | Potency, µM (series often up to 57.5 µM), without a hit: top-dose activity, negative = inhibition, most hits filed as inhibitors | actives 0.17% (n = 330,000) | AID 485367;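 note: potency is the fitted concentration of half-maximal effect; 0% = uninhibited 1x PFK enzyme wells and -100% = no-enzyme wells; nearly all actives have a fitted effect of over 60% in size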
#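 Activity is normalized to no-enzyme wells (full inhibition) and 1.25 nM enzyme wells (no inhibition). Reaction: 0.5 mM F6P, 0.1 mM ATP, 45 min RT, ADP-Glo luminescence; concentration-response curves fitted and classed by quality.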
# a7 integrin act = integrin-mediated muscular dystrophy alleviation activation; alpha7betagal myoblasts, beta-gal FDG fluorescence, 48 h; Potency, µM (highest dose often 38.3 µM), for inactives: top-dose activation, most hits filed as activators; actives 0.064% (n = 350,000);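 note: potency is the fitted concentration of half-maximal effect; 100% = response of the positive control SU9516; nearly all actives have a fitted effect of over 60% in size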
#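 alpha7betagal+/- myoblasts (passage 13, 250/well) treated 48 h at 37C with compounds at 1:260 dilution of DMSO stock. Lysed, then beta-galactosidase activity read as FDG fluorescence (ex 480/em 540) after 30 min, with pre-read for autofluorescence.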
# Giardia killer = Giardia lamblia killing. Giardia lamblia trophozoite viability. activity change, % at 7.66 µM, hits read low. actives 0.15% (n = 340,000); in the data active = activity change below about -80%; inconclusive = between about -30% and that limit;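 note: parasites exposed to compound for two days anaerobically before the ATP read; % is set by controls: 0 for no effect and ±100 for the full control effect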
#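 Luminescence from cellular ATP indicates surviving trophozoites (100 cells/well) following 48 hrs anaerobic compound treatment at 37 deg C; signal develops 15-30 min at room temperature.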
# Coupling enz = counter-screen for Giardia aldolase inhibitors: coupling enzyme system. coupling enzyme system counterscreen, AmpLite Red fluorescence. actives 0.67% (n = 290,000). activity change, negative = inhibition, % at 58.2 µM, hits read low; in the data active = activity change below about -30%; note: % is set by controls: 0 for no effect and ±100 for the full control effect
#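 Coupling enzymes only (glyceraldehyde-3-phosphate) + compound, at 57.5 uM final, 10 min RT; add substrate/coupling/AmpLite Red mix, 20 min RT; fluorescence ex 525/em 598 nm. Actives flag coupling-system interference.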
# BCR signal inh = inhibitors of chronic active B-cell receptor signaling. actives 0.05% (n = 340,000). ABC-DLBCL IkBa-CBG/CBR reporter, luminescence ratio, 4 h. Potency, µM (top dose mostly 46.1 µM), for the others: at the top dose ratio change, negative = lower green/red ratio, usual class: inhibitors; active = well fitted inhibition curve with a large enough effect in the signal ratio, with a control signal flat, not every such curve was filed as active; inconclusive = small, poorly fitted or top-dose-only effect, or effect the other way, or a change in a side signal; the % refers to the signal ratio;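 note: potency is the fitted concentration of half-maximal effect; plate controls were basal doxycycline-induced cells for no effect and cells given 10 µM MG132 for full effect; MG132 reads +100%, hits lower the ratio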
#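 Cell line TMD8 (human ABC DLBCL), stably expressing tet-inducible CBG68-IkBa fusion and CBR; IMDM/0.5% FBS; cpd up to 46 uM; dox induction, 4 h, 37C/5% CO2; dual luminescence; green/red ratio; MG132 control.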
# PKM2 activator = PKM2 (human) enzyme activation | P14618 | purified PKM2, Kinase-Glo ATP luminescence, activation; response scale: 0% is enzyme alone, no compound | Potency, µM (doses to about 57.5 µM), without a hit: top-dose activation, usual class: activators | actives 0.34% (n = 260,000) | AID 1631; note: potency is the fitted concentration of half-maximal effect; % is set by controls: 0 for no effect and ±100 for the full control effect; nearly all actives have a fitted effect of over 55% in size
#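 Kinase-Glo luminescence reports ATP generated from ADP (0.1 mM) and PEP (0.5 mM) by purified hPK-M2 after 1 h at room temperature, pH 7.2 imidazole buffer; intermediate enzyme activity allows detecting inhibitors and activators.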
# Numbers without * were called inactive; ? = inconclusive; . = not tested or not shown; [ ] = dose if it differs, or a comment. Unless noted, calls come from the whole dose curve; as a rule, active = well fitted curve in the direction sought with a large enough effect; inconclusive = small, poorly fitted or top-dose-only effect, or another doubt; inactive = no such curve, though single readings can be large; an effect the other way counts as inactive or inconclusive. An excerpt, so the mix of outcomes need not match the whole.
1: Cn1nc([N+](=O)[O-])nc1Sc1ccc(C(C)(C)C)cc1
2: CCOc1ccc(/C(C)=N/N2C(=O)C(CC(=O)Nc3ccc(OC)cc3[N+](=O)[O-])SC2=Nc2cccc(C)c2C)cc1 (stereo not drawn)
3: Cc1ccc(Nc2nc(N)nc(CSC(=S)N3CCOCC3)n2)c(C)c1
4: COc1ccc(/C=C/C(=O)C23CC4CC(CC(C4)C2)C3)cc1CN1CCOCC1
5: Cc1ccc2c(c1)CCCN2C(=O)c1cc2ccccc2oc1=O
6: CC(=O)c1cccc(NC(=O)CN(c2ccc(F)cc2)S(C)(=O)=O)c1
7: Cc1cccc(OC(C)C(=O)NC2CCS(=O)(=O)C2)c1C (stereo not drawn)
8: COc1ccc(Br)cc1C(=O)Nc1cccc(NC(=O)c2ccco2)c1

Assay by compound	1	2	3	4	5	6	7	8
Menin MLL FP TR	21.8%	?	4.4%	?	3.3%	1.2%	.	?
GALK inhibitor	-1.1%	.	-0.6%	1.1%	2.7%	0.7%	4.4%	3.8%
PTAP TSG101 blk	-3.9%	0.9%	?	-0.2%	-8.6%	-11.6%	0.3%	0.0%
B2AR arrestin	-2.1%	-0.3%	-3.2%	-0.3%	0.3%	0.2%	-0.3%	0.0%
ASM inhibitor	-1.0%	1.5%	3.0%	-0.6%	1.2%	-0.6%	4.3%	-13.2%
Tb PFK inh	-1.5%	1.2%	0.2%	-8.2%	-2.1%	-1.1%	-0.9%	-1.6%
a7 integrin act	22.5%	-4.4%	-4.6%	-32.3%	19.7%	-12.5%	-24.5%	15.5%
Giardia killer	-7.2	4.8	5.5	-3.3	4.3	6.0	-2.6	-14.4
Coupling enz	-0.2	-0.6	-0.8	-0.6	-0.6	-0.2	.	1.0
BCR signal inh	0.0%	2.2%	-8.5%	?	?	-7.7%	-2.4%	?
PKM2 activator	-0.1%	0.1%	-4.9%	-1.8%	-1.4%	5.9%	-13.8%	1.7%

9: O=C(Nc1ccccc1)N(Cc1ccc2c(c1)OCO2)Cc1nc2ccccc2c(=O)[nH]1
10: Cc1ccc(-c2nc3s/c(=C\c4ccco4)c(=O)n3n2)cc1
11: O=C(CCn1nnnc1CN1CCOCC1)N1CCC(c2cccc(Cl)c2)C1 (stereo not drawn)
12: COC(=O)[C@H](C)N(Cc1ccc(Cl)c(Cl)c1)S(=O)(=O)CCN1CCCC1
13: O=C(COC(=O)c1cc([N+](=O)[O-])ccc1N1CCOCC1)c1ccc(OC(F)F)cc1OC(F)F
14: C=CCn1c(Cn2nnc3ccccc32)nnc1SCC(=O)N/N=C/c1cc(Br)cc(OC)c1O
15: Cc1ccnc(NC(=O)c2c(O)c3ccccc3n(C)c2=O)c1
16: O=c1[nH]c(SCC2CCCCO2)nc2ccccc12 (stereo not drawn)

Assay by compound	9	10	11	12	13	14	15	16
Menin MLL FP TR	-2.6%	?	.	.	.	.	-0.2%	2.6%
GALK inhibitor	-3.5%	-1.6%	-1.3%	.	.	-4.2%	0.4%	5.2%
PTAP TSG101 blk	-1.7%	-4.1%	0.4%	-3.5%	3.5%	-4.2%	.	-3.6%
B2AR arrestin	0.5%	0.5%	0.1%	-0.7%	0.5%	0.1%	-0.5%	-0.3%
ASM inhibitor	1.1%	-2.5%	-2.6%	3.2%	-14.9%	-1.0%	.	-0.2%
Tb PFK inh	-6.1%	-20.2%	-29.7%	3.5%	-4.2%	-0.4%	-3.1%	-2.9%
a7 integrin act	-36.4%	25.3%	20.7%	-6.1%	2.5%	22.6%	.	-11.7%
Giardia killer	-17.2	-7.9	15.5	7.7	-21.5	-13.4	.	-17.3
Coupling enz	0.7	1.7	.	.	.	0.2	0.0	-2.4
BCR signal inh	-4.0%	2.0%	6.7%	?	?	0.2%	0.3%	?
PKM2 activator	3.0%	2.6%	4.3%	.	.	5.1%	-2.2%	-2.5%

# 7 entries from above, ordered by formula weight, smallest number first:
16: O=c1[nH]c(SCC2CCCCO2)nc2ccccc12 (stereo not drawn)
10: Cc1ccc(-c2nc3s/c(=C\c4ccco4)c(=O)n3n2)cc1
7: Cc1cccc(OC(C)C(=O)NC2CCS(=O)(=O)C2)c1C (stereo not drawn)
11: O=C(CCn1nnnc1CN1CCOCC1)N1CCC(c2cccc(Cl)c2)C1 (stereo not drawn)
12: COC(=O)[C@H](C)N(Cc1ccc(Cl)c(Cl)c1)S(=O)(=O)CCN1CCCC1
13: O=C(COC(=O)c1cc([N+](=O)[O-])ccc1N1CCOCC1)c1ccc(OC(F)F)cc1OC(F)F
14: C=CCn1c(Cn2nnc3ccccc32)nnc1SCC(=O)N/N=C/c1cc(Br)cc(OC)c1O

Assay by compound	16	10	7	11	12	13	14
Menin MLL FP TR	2.6%	?	.	.	.	.	.
GALK inhibitor	5.2%	-1.6%	4.4%	-1.3%	.	.	-4.2%
PTAP TSG101 blk	-3.6%	-4.1%	0.3%	0.4%	-3.5%	3.5%	-4.2%
B2AR arrestin	-0.3%	0.5%	-0.3%	0.1%	-0.7%	0.5%	0.1%
ASM inhibitor	-0.2%	-2.5%	4.3%	-2.6%	3.2%	-14.9%	-1.0%
Tb PFK inh	-2.9%	-20.2%	-0.9%	-29.7%	3.5%	-4.2%	-0.4%
a7 integrin act	-11.7%	25.3%	-24.5%	20.7%	-6.1%	2.5%	22.6%
Giardia killer	-17.3	-7.9	-2.6	15.5	7.7	-21.5	-13.4
Coupling enz	-2.4	1.7	.	.	.	.	0.2
BCR signal inh	?	2.0%	-2.4%	6.7%	?	?	0.2%
PKM2 activator	-2.5%	2.6%	-13.8%	4.3%	.	.	5.1%

# Following part
17: COC(=O)c1c(NC(=O)COc2ccc(Cl)cc2Cl)sc2c1CC(C)(C)NC2(C)C
18: CC1CC(C)CN(c2oc(Cc3ccccc3)nc2C#N)C1 (stereo not drawn)
19: Cc1ccc(S(=O)(=O)Nc2ccc3c(c2)n(C)c(=O)n3C)cc1
20: CC(C)(C)OC(=O)CNC(=O)c1[nH]cnc1C(=O)NC1CCNCC1
21: O=C(Nc1ccccc1)OCc1cnc(Cl)s1
22: C=CCn1c(SCC(=O)NCC)nc2sc3c(c2c1=O)CCC3
23: CCOc1ncccc1C(=O)Nc1cc(S(=O)(=O)N2CCCCC2)ccc1OC
24: COC(=O)c1nc(NC(C)=O)n[nH]1

Assay by compound	17	18	19	20	21	22	23	24
Menin MLL FP TR	?	-12.5%	-18.3%	.	17.1%	.	.	-4.2%
GALK inhibitor	3.8%	.	0.9%	.	6.7%	-2.4%	.	0.4%
PTAP TSG101 blk	-4.1%	-3.7%	-1.0%	0.6%	-0.7%	-3.9%	1.9%	.
B2AR arrestin	-0.1%	-0.4%	-0.4%	0.1%	-0.4%	0.2%	0.1%	-0.1%
ASM inhibitor	?	1.0%	-0.5%	9.4%	-1.1%	-2.1%	0.7%	.
Tb PFK inh	2.7%	-0.7%	1.9%	2.5%	2.3%	1.9%	-1.5%	4.1%
a7 integrin act	-64.1%[inhibitor]	9.1%	?	12.2%	-3.1%	0.0%	0.3%	.
Giardia killer	-15.0	-0.8	-20.1	-14.9	7.4	-3.0	-14.8	.
Coupling enz	-1.7	6.8	-4.9	.	0.5	-2.9	.	1.0
BCR signal inh	-0.6%	6.7%	1.3%	2.0%	-3.1%	-7.6%	-6.4%	-2.2%
PKM2 activator	-0.2%	-4.8%	9.8%	.	-1.4%	.	.	0.8%
